# EP2 antag: inhibitors of human EP2 prostaglandin E2 receptor; actives 0.52% (n = 260,000); P43116; inhibition, % at 25 µM; C6 glioma cells expressing human EP2, cAMP TR-FRET; cells stimulated with saturating PGE2;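 active = percent inhibition above 40 after rounding to a whole number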;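 note: rat C6 glioma host cells with rolipram phosphodiesterase inhibitor present; the protocol text gives 20 µM as final concentration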
# TRPN1 ag: activates the zebrafish TRPN1 channel | activation, % at 3 µM | actives 0.18% (n = 220,000) | HEK293 zebrafish TRPN1-YFP, Fluo-8 calcium fluorescence; 100% = response to 87 µM carbachol;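 active = activation above its plate's cutoff, the mean activation of test wells on that plate plus 3 SD, cut at about 19% in these data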;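 note: 0% = DMSO alone and 100% = 87 µM carbachol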
#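 Control set: carbachol 87 µM as high control, DMSO as low control; system: HEK293 stable line with zebrafish TRPN1-YFP; read-out: % activation versus carbachol response; detection: intracellular calcium fluorescence with Fluo-8; doses: single test compound dose, 3 µM nominal, 0.3% DMSO; schedule: dye 1 h 37 °C plus 30 min RT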
# NPY-Y1 PAM-ag: potentiates or activates human NPY-Y1 receptor; activation, % at 3.6 µM; NPY-Y1 expressing cells, potentiator/agonist activation; actives 0.37% (n = 220,000); P25929; in the data active = activation above about 33%, passing the limit was not always enough;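 note: cells stimulated with NPY at EC10 then isoproterenol at EC100; 0% = low agonist plus stimulus and 100% = saturating agonist plus stimulus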
# Target sequence (P25929 whole entry, looked up): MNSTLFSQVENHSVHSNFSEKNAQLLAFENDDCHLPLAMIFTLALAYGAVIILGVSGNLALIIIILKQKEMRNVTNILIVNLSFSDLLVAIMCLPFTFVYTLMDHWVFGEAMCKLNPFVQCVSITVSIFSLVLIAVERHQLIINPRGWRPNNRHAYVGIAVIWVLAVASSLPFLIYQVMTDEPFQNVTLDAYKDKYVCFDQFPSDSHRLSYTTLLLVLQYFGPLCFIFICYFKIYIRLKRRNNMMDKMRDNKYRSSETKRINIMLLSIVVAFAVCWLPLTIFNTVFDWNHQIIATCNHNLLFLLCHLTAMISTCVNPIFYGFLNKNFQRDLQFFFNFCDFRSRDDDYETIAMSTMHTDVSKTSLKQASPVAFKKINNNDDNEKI
# 14-3-3 Bad inh: disrupts binding of bovine 14-3-3 zeta to phospho-Bad peptide | P63103 | TR-FRET 14-3-3zeta/Dy647-pBad peptide displacement, 1 h | inhibition, % at 21.7 µM | actives 0.71% (n = 220,000) | AID 781;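 active = inhibition above about 70%, limit read from the data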;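 note: 0% = full 14-3-3 plus peptide FRET controls and 100% = background without 14-3-3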
# PPC-1+TRAIL kill: kills PPC-1 cancer cells in the presence of TRAIL; PPC-1 cells + TRAIL, ATPLite viability luminescence; cell killing (% activity), % at 4 µM; actives 0.41% (n = 220,000); AID 1443;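 active = cell killing above 50% in the first pass at 4 µM, then a duplicate retest at 5 µM averaging 50% or more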;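 note: plate controls were cells with TRAIL plus DMSO for no effect and medium-only wells lacking cells for full effect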
# NPY Y1 blocker: antagonists of human neuropeptide Y receptor Y1; AID 1040; HEK293-CNG Y1 cells, membrane potential fluorescence; NPY at EC95, then isoproterenol; actives 1% (n = 200,000); P25929; inhibition, % at 3.6 µM;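 active = inhibition above the campaign mean inhibition of all tested compounds plus 3 SD, cut at about 20% in these data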;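 note: 0% = DMSO wells given NPY plus isoproterenol and 100% = isoproterenol alone without NPY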
#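 Material: Y1- and CNG-channel-expressing HEK293 cells / Probe or stimulus: NPY 25 nM then isoproterenol 1 µM plus Ro 20-1724 25 µM / Doses: 3.6 µM single dose, DMSO 0.4% / Schedule: compound incubation 1 h at room temperature, readout 45 min post-stimulation / Signal: membrane potential fluorescence / Benchmarks: isoproterenol-only wells as full block versus NPY-plus-isoproterenol wells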
# TRPML3 agonist: agonists of human TRPML3 channel | Q8TDD5 | HEK293 TRPML3-YFP, Fluo-8 calcium fluorescence; 100% = the carbachol control signal | activation, % at 3 µM | actives 0.29% (n = 220,000);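 active = activation above its plate's cutoff, the mean activation of the plate's test wells plus 3 SD, cut at about 12% in these data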;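 note: 0% = DMSO only wells and 100% = carbachol wells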
# Target sequence (Q8TDD5 whole entry, looked up): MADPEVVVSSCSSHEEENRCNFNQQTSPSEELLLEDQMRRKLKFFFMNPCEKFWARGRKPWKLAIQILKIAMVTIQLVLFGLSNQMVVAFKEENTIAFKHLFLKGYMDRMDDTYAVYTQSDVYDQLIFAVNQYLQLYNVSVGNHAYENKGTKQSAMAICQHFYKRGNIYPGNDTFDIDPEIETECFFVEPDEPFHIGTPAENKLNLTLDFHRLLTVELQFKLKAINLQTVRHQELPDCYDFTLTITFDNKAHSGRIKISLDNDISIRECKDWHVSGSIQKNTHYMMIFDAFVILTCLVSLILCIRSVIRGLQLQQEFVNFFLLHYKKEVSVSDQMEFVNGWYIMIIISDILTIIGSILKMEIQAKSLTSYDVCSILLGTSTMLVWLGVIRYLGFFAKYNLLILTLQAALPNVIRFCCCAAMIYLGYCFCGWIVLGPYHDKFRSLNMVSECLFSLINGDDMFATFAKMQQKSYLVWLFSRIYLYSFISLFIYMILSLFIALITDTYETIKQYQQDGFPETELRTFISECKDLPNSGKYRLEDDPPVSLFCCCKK
#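 Test system: TRPML3-YFP stable HEK293 cells. Doses: single point at 3 µM. Incubation: dye loading 1 h 37 °C then 30 min ambient, 125 s read. Signal: Fluo-8 calcium dye fluorescence, ex 470-495, em 515-575 nm. Measure: percent activation from peak-to-basal fluorescence ratio, scaled between DMSO and carbachol.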
# EP2 mod: modulators of human EP2 prostaglandin E2 receptor; AID 940; induction, % at 25 µM; EP2-expressing cells, cAMP HTRF FRET, PGE2 co-stimulation; P43116; actives 0.83% (n = 260,000);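 active = compounds whose cAMP rise, as percent of the full-agonist control response, exceeds 60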;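 note: rat C6 glioma line stably carrying human EP2 under a CMV promoter; the protocol text gives 20 µM as final concentration; 100% = response of wells given 1 µM PGE2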
# CHOP inh: inhibitors of CHOP induction in ER stress response; CHO-K1 CHOP-promoter luciferase, tunicamycin-induced, 15-18 h; inhibition, % at 10 µM; actives 3.8% (n = 220,000); AID 2732;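 active = compounds that reduced the stress-induced luciferase reporter signal by more than about 70% of percent inhibition, limit read from the data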;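 note: 0% = tunicamycin plus vehicle and 100% = wells without tunicamycin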
# The depositor's hits bear a star; · = no result given; & = joins results of further samples; [ ] = dose if it differs, or a comment. The list is partial (hit frequency here may not be typical).
SMILES,EP2 antag,TRPN1 ag,NPY-Y1 PAM-ag,14-3-3 Bad inh,PPC-1+TRAIL kill,NPY Y1 blocker,TRPML3 agonist,EP2 mod,CHOP inh
COCCNC(=O)C(c1ccc(C)o1)N(CC1CCCO1)C(=O)Cn1nnc2ccccc21 (configuration not stated),14.0,-0.7,-1.8,7.5,16.5,-5.4,-0.1,4.3,9.0
Cc1csc(SCC(=O)NC(=O)NC(C)(C)C)n1,10.3,0.0,0.0,-5.5,14.9,3.2,-0.1,0.2,1.6
O=C(NCc1ccco1)c1ccccc1Br,10.2,0.5,5.2,-4.8[fluorescence artefact?],-9.6,3.1,-0.6,11.7,28.1
CN(C)CC(C)(C)CNS(=O)(=O)CC12CCC(CC1=O)C2(C)C (configuration not stated),2.4,0.7,5.8,3.6,17.8,-3.5,1.2,6.4,21.3
COc1cc(OC)c(NS(=O)(=O)c2coc(C(N)=O)c2)cc1Cl,7.5,1.0,8.9,0.9,16.4,4.4,-0.3,-1.2,39.7
Cc1ccc(S(=O)(=O)N2CCC(=O)N(C(COCc3cccc(C(F)(F)F)c3)Cc3ccccc3)CC2)cc1 (configuration not stated),15.8,10.9,4.9,5.3,8.8,-0.1,11.2,43.7,25.5
CCOC(=O)c1ccc(NC(=O)NCc2c(C)nn(CC)c2C)cc1,7.4,1.4,8.1,-1.4,-12.8,-9.0,0.6,-7.5,31.9
Cc1ccc(NC(=O)NC2C(NC(=O)Nc3ccc(C)cc3)N(C)C(=O)N2C)cc1 (configuration not stated),2.3,-1.5,5.7,18.8,17.9,0.6,0.0,-13.1,9.9
CCCCOC(=O)n1c(=O)oc2cc(S(=O)(=O)N3CCCCC3)ccc21,3.1,7.2,-3.6,-9.8[fluorescence artefact?],4.4,3.9,0.4,29.1,39.5
CCOc1ccc2c(c1)C(c1ccc(C)cc1)=NNC(c1ccc(C)cc1)=N2,11.6,-1.9,-14.7,-1.1[fluorescence artefact?],-6.9,5.1,-1.7,38.1,37.2
CC(=O)c1ccc(-c2nnc(CCC(=O)N(C)Cc3c(C)nc4ccccn34)o2)s1,1.1,1.3,19.8,-1.7,1.0,1.1,0.8,-4.7,-0.3
COc1ccc(S(=O)(=O)n2c(CCN3CCOCC3)nc3ccccc32)cc1,4.0,0.0,10.3,·,27.3,-0.8,1.7,-14.2,13.8
Nc1nccc(-c2ccc(-n3cnc4ccccc43)cc2)n1,7.4,1.5,5.4,6.9,-1.0,0.0,0.8,-35.1,57.4
COc1cc2c(cc1OC)/C(=C/C(=O)N1CCOCC1)NC(C)(C)C2,14.6,-1.4,0.3,67.8,11.2,-0.1,-0.3,12.3,-5.3
COc1ccc(OC)c(S(=O)(=O)Nc2cccc(-c3ccc4nncn4n3)c2)c1,2.2,-0.7,16.0,9.9,9.5,-6.7,0.4,-11.1,14.5
CCN(C(=O)CSc1nnc2c3ccccc3n(CC)c2n1)C1CCS(=O)(=O)C1 (configuration not stated),3.9,1.7,-24.8,-15.2,-0.4,2.9,0.7,18.6,-8.2
O=C(N/N=C\c1ccco1)c1cncc(Br)c1,9.6,0.6,-4.8,2.7,18.1,-3.0,0.1,-15.0,-8.4
NC(=S)N/N=C/c1c(O)ccc2ccccc12,7.9,-2.0,1.3,-5.6,19.8,·,-0.1,-30.4,22.4
COc1ccc(NC(=O)CN2CCN(c3nc(-c4cccc(OC)c4)cs3)CC2)cc1,7.7&7.8,-0.9,-28.6,-13.6,25.9,-0.4,0.1,-54.1&-51.9,41.1
N#Cc1c(NC(=O)CN2CCN(S(=O)(=O)c3ccc4c(c3)OCCO4)CC2)sc2c1CCC2,3.5,0.3,-3.4,16.4,-5.5,4.4,0.0,26.0,-15.7
Oc1[nH]c(=S)sc1C=C1N=c2ccccc2=N1,6.1,0.1,10.5,-10.6,25.5,·,-0.2,-22.5,-12.1
O=S(=O)(NC1CCCCC1)c1ccc(-c2csnn2)s1,29.4,1.0,26.5,2.4,-16.4,-2.0,0.7,2.3,0.6
Cc1cc(NC(=O)c2cc(-c3cccs3)nc3ccccc23)no1,11.5,1.5,-28.0,-9.4,12.7,2.6,0.2,14.4,42.0
CCN(CC)CCN(C(=O)c1c(F)cccc1F)c1nc2cc(C)cc(C)c2s1,5.4,-1.7,-4.1,6.2,6.5,7.7,1.0,17.8,-21.4
CCn1nnc(C(=O)O)c1C(=O)O,12.3,-1.8,10.9,49.9[fluorescence artefact?],2.3,-4.1,0.6,9.7,19.7
NS(=O)(=O)c1ccc(NC(=O)COC(=O)CCc2ccc(S(=O)(=O)N3CCOCC3)cc2)cc1,6.7,0.7,-15.3,10.4,-2.2,·,0.1,8.1,1.8
COc1ccc(N2CCN(C(=O)c3ccc(NS(=O)(=O)c4cccs4)cc3)CC2)cc1,7.7,2.8,0.6,13.5,-11.8,-3.8,0.5,9.6,15.3
CCOc1c2ccc(C(=O)NCc3ccc(C(F)(F)F)cc3C(F)(F)F)cc2nn1C,10.3,-0.1,-7.1,-2.3,18.8,-2.4,-0.2,10.4,29.1
O=S(=O)(Nc1ccccc1N1CCCCC1)c1ccc(F)cc1,8.2,-2.9,-10.4,-1.0,1.3,·,31.2*,34.1,2.1
CCOC(=O)C1=C(c2ccccc2)NC(=O)NC1c1ccc(OCC#N)c(OC)c1 (configuration not stated),13.2,1.1,-3.3,1.1[fluorescence artefact?],2.3,1.2,-0.8,9.6,4.0
CC(C)C(=O)Nc1ncc(C(F)(F)F)cc1Cl,11.5,-0.1,-6.1,5.8[fluorescence artefact?],-5.9,0.8,0.1,11.6,30.8
COC(=O)c1cc2ccsc2n1Cc1cccc(F)c1,8.3,-2.8,-30.5,-3.4,-11.6,2.2,-1.4,66.6*,52.6
COc1ccc(-c2sccc2C(C)C(=O)O)cc1 (configuration not stated),8.0&6.2,0.3,2.8,-2.5,0.8,1.9,0.9,3.9&18.2,4.8
Cc1cccc(C(=O)NC(=S)NNC(=O)COc2c(C)cccc2C)c1,8.3,0.4,10.9,1.0,16.1,2.5,0.3,-30.3,-32.4
Cc1ccc(NC(=O)COC(=O)/C=C/c2cccs2)c(C)c1,5.4,-0.6,-13.9,-6.0[fluorescence artefact?],22.9,1.9,0.5,-8.8,27.0
CS(=O)(=O)Nc1ccc(C(=O)NCCC2=CCCCC2)cc1,6.5,-0.1,-4.3,1.0,17.3,-9.3,0.6,26.7,21.5
O=C(CSc1nnc(COc2ccccc2)o1)c1ccccc1,2.9,0.7,-11.6,9.3,11.5,7.4,0.4,-4.3,-5.5
CC1CCN(c2c(NCc3ccc(C(=O)NCc4cccnc4)cc3)c(=O)c2=O)CC1,12.4,0.9,11.8,-1.0,18.3,-1.4,0.1,-16.6,38.9
CC1(C)Cc2ccccc2C(=NCCCC(=O)O)N1,5.7,-0.2,-17.4,10.9,2.1,-4.8,0.3,-1.9,-33.7
CCOC(=O)C1CCCN(c2cc(C)nc3cc(-c4ccc(F)cc4)nn23)C1 (configuration not stated),7.3,0.1,-16.0,9.9,-4.4,1.8,-0.9,33.8,-11.5
C=C(C)C1CC=C(C)/C(=N/NC(=O)c2ccc(NC(=O)CCC)cc2)C1 (configuration not stated),7.1,0.3,-19.0,-5.6,0.4,3.0,0.8,-10.2,18.8
CSc1nc(C)c(C(=O)C[n+]2ccccc2C)cc1C#N,15.6,0.9,-2.3,1.7,1.5,·,0.8,-30.7,-2.7
CCOC(=O)c1sc(NC(=S)NC(=O)C23CC4CC(CC(C4)C2)C3)cc1C,20.0,0.6,4.7,-1.1,20.0,-5.8,0.1,6.1,-17.3
C=C(C)Cn1c(N2CCCC2)nc2c1c(=O)[nH]c(=O)n2C,9.8,2.4,5.7,4.9,31.0,-0.8,0.4,1.8,-3.1
O=C(COC(=O)c1ccccc1O)NCCCc1ccccc1,4.0,-0.9,-13.9,2.4,1.1,13.9,-0.8,-2.6,19.4
CC(=O)Nc1cc(C(=O)N2CCCC2)ccc1S(=O)(=O)c1ccc(C)cc1,20.6,-1.5,23.6,-1.9,13.1,-4.9,-0.9,14.8,37.3
O=C(O)c1ccc(NC(=O)C2CC=CCC2C(=O)O)cc1 (configuration not stated),6.4,0.3,-1.3,0.6,2.4,-2.5,0.6,6.8,-4.8
COC(=O)c1scc(C)c1NS(=O)(=O)c1ccc(NC(C)=O)cc1,0.1,0.5,23.2,9.6,3.3,·,1.3,-1.6,3.0
CCC(C)NC(=O)CCSc1ccc(C)cc1 (configuration not stated),10.2,1.0,-10.7,-0.2,15.5,3.8,0.5,13.0,-15.3
COc1ccc(CCN2C(=O)NC(NS(=O)(=O)c3ccc(Cl)cc3)(C(F)(F)F)C2=O)cc1OC (configuration not stated),5.7,1.6,5.6,-10.8,11.0,-1.8,0.4,-2.2,6.5

# Random excerpt: 2 records from the list
SMILES,EP2 antag,TRPN1 ag,NPY-Y1 PAM-ag,14-3-3 Bad inh,PPC-1+TRAIL kill,NPY Y1 blocker,TRPML3 agonist,EP2 mod,CHOP inh
NS(=O)(=O)c1ccc(NC(=O)COC(=O)CCc2ccc(S(=O)(=O)N3CCOCC3)cc2)cc1,6.7,0.7,-15.3,10.4,-2.2,·,0.1,8.1,1.8
Oc1[nH]c(=S)sc1C=C1N=c2ccccc2=N1,6.1,0.1,10.5,-10.6,25.5,·,-0.2,-22.5,-12.1

# Later entries.
SMILES,EP2 antag,TRPN1 ag,NPY-Y1 PAM-ag,14-3-3 Bad inh,PPC-1+TRAIL kill,NPY Y1 blocker,TRPML3 agonist,EP2 mod,CHOP inh
O=C(c1ccccc1)N1CCN=C1SCc1ccc([N+](=O)[O-])cc1,9.6,0.3,-8.9,4.8,12.4,-6.3,-0.3,15.2,34.5
COc1cc2c3c(c1)-c1c(sn(-c4cc(OC)ccc4OC)c1=S)C(C)(C)N3C(=O)C2=O,8.0,0.8,10.6,1.9,0.8,1.1,-0.1,28.2,2.1
COCCNC(=O)Cn1cc(C(=S)N2CCCCC2)c2ccccc21,1.5,-2.5,19.5,1.2,-3.8,-2.7,0.1,-5.4,-19.6
Cc1nc2ccc(NS(=O)(=O)c3ccc4c(c3)OCCO4)cc2s1,18.5,4.4,-10.8,3.7,-5.4,6.7,2.7,-26.9,54.3
CCOc1ccc(CC(=O)OCc2cc(=O)n3cc(Br)ccc3n2)cc1,9.1,-0.3,1.9,-8.2,0.1,1.5,-0.2,-31.3,4.8
Cc1cccn2c(=O)c3cc(C#N)c(=NC(=O)c4ccncc4)n(CCCOC(C)C)c3nc12,8.4,1.0,-0.9,-6.8,-20.9,3.1,0.4,36.0,-38.8
N#C/C(=C\c1ccc(N2CCOCC2)c([N+](=O)[O-])c1)c1nc2ccccc2[nH]1,30.0,1.4,0.1,-2.5[fluorescence artefact?],5.1,-5.4,0.6,-22.2,53.5
